Bioassay records: PubChem BioAssay, several laboratories
UHRF1 binding = UHRF1 methylated DNA binding inhibitors, primary screen, counter-screen for MBD2 inhibitor project, biochemical, TR-FRET, human UHRF1, single concentration; 370,000 compounds, 0.75% hits; inhibition, % at 4.4 µM; UHRF1 binding to methylated oligo; in the data active means inhibition above about 21%;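 further: UHRF1 SRA domain binding a hemimethylated CpG hairpin DNA probe; 0% = median of test compound wells and 100% = reference inhibitor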
DDE Tn7 FP inh = inhibitors of Tn7 peptide binding to fibrin DD(E), primary screen, biochemical, fluorescence polarization, human fibrin, Tn7 probe; Fibrinogen beta chain (Homo sapiens), P02675; FP displacement of FITC-Tn7 peptide from fibrin DD(E); 0% = median of compound wells per plate; inhibition, % at 8.3 µM; 370,000 compounds, 0.13% hits; AID 720508, 2013;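 active means inhibition above the mean of compounds falling within the control limits plus 3 SD of them, cut at about 14% in these data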;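 further: 0% = plate median of compound wells and 100% = 10 µM Aha-Tn7 peptide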
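Assay system: human fibrin DD(E) protein / Input: 2 µM fibrin DD(E) / Benchmarks: high control of 10 µM Aha-Tn7 peptide / Measured by: fluorescence polarization of the labelled Tn7 tracer / Medium: Tris buffer with calcium and detergent, pH 7.8 / Timing: 10 min compound pre-incubation, 3 h probe incubation at room temperature / Repeats: one replicate per compound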
sPLA2-III inh = human group III sPLA2 inhibitors, primary screen, biochemical, QFRET, BODIPY PC-A2 liposome substrate | Group 3 secretory phospholipase A2 (Homo sapiens), Q9NZ20 | QFRET BODIPY PC-A2 liposome hydrolysis, fluorescence | inhibition, % at 12.2 µM | 370,000 compounds, 0.56% hits | AID 743126, 2013;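 active means inhibition above mean plus 3 SD of compounds lying within the high and low control bounds, cut at about 19% in these data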;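 further: 0% = median of test compound wells and 100% = no enzyme DMSO wells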
KLK7 zymogen act = proKLK7 zymogen activators, primary screen, biochemical, fluorescence intensity. Kallikrein-7 (Homo sapiens), P49862. purified proKLK7, EDANS-DABCYL substrate fluorescence; 100% is mature enzyme control, 0% vehicle. activation, % at 7 µM. 370,000 compounds, 0.9% hits. AID 652039, 2013;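 active means activation above the mean of all tested compounds plus 3 SD, computed per campaign excluding outliers beyond control limits, cut at about 13% in these data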
ASAP1 inh = inhibitors of human ASAP1 ArfGAP activity, primary screen, biochemical, fluorescence polarization; inhibition, % at 16.5 µM; ASAP1-stimulated ARF1 GTP hydrolysis, GDP FP detection; Arf-GAP with SH3 domain, ANK repeat and PH domain-containing protein 1 (Homo sapiens), …; 360,000 compounds, 0.19% hits; AID 624377, 2012; in the data active means inhibition above about 25%;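 further: 0% = vehicle with enzyme and substrate and 100% = no enzyme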
NR1D1 modulator = modulators of Rev-erb alpha DNA binding, primary screen, biochemical, FITC-DNA, fluorescence polarization, uHTS. Rev-erbα–FITC-DNA binding, 90 min. activity, % at 10 µM. 370,000 compounds, 0.79% hits;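 active means activity above about 14%, limit read from the data; passing the limit was not always enough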;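 further: 0% = DMSO wells with 35 nM protein and 100% = DMSO wells with 750 nM protein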
PLCg1 inh = PLC-gamma1 enzyme inhibitors, primary screen, biochemical, fluorescence, purified enzyme. fluorogenic substrate. inhibition, % at 12.2 µM. 370,000 compounds, 0.84% hits. AID 720700, 2013; in the data active means inhibition above about 9.5%
DDE Tn6 FP inh = inhibitors of Tn6 peptide binding to fibrin DD(E), primary screen, biochemical, fluorescence polarization, human fibrin, Tn6 probe | Fibrin DD(E) TRITC-Tn6 fluorescence polarization displacement | inhibition, % at 8.3 µM | 370,000 compounds, 0.21% hits | AID 720509, 2013;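 active means inhibition above a per-campaign cutoff: mean of compounds within control limits plus 3 SD, cut at about 15% in these data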;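 further: 0% = median of all compound wells on the plate and 100% = blocking peptide control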
ARFGAP1 inhibitor = inhibitors of rat ARFGAP1 GAP activity, primary screen, biochemical, fluorescence polarization, GDP tracer; ADP-ribosylation factor GTPase-activating protein 1 (Rattus norvegicus), Q62848; Arfgap1-stimulated ARF1 GTP hydrolysis, GDP FP detection; inhibition, % at 16.5 µM; 360,000 compounds, 0.26% hits; AID 651572, 2012;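 active means inhibition above a per-plate limit, mean inhibition of low control wells plus 3 SD, cut at about 25% in these data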;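 further: 0% = DMSO wells with enzyme and 100% = wells lacking Arfgap1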
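system = rat Arfgap1 catalytic domain, aa 1-136 | technique = FP, GDP Alexa 633 tracer displaced from anti-GDP antibody, 620/688 nm | compound = one concentration, 16.5 µM, DMSO 1.26% | medium = HEPES-based buffer, pH 7.5 | timing = compound-enzyme preincubation 20 min, reaction 120 min, detection 60 min, 25 °C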
PLCb3 inh = human PLC-beta3 inhibitors, primary screen, biochemical, fluorescence; 370,000 compounds, 0.18% hits; inhibition, % at 12.2 µM; Purified PLC-beta3, fluorogenic substrate; in the data active means inhibition above about 11%;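 further: 0% = median of compound wells on plate and 100% = full blocker control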
* = called active by the depositor; i = inactive; x = not tested or not shown.

item	molecule	UHRF1 binding	DDE Tn7 FP inh	sPLA2-III inh	KLK7 zymogen act	ASAP1 inh	NR1D1 modulator	PLCg1 inh	DDE Tn6 FP inh	ARFGAP1 inhibitor	PLCb3 inh
1	CCOC(=O)c1ccccc1NS(=O)(=O)c1ccc(S(=O)(=O)N2CCCC2)cc1	-2	1	-16	0.8	-16	-2	1	-2	-14	-4
2	CCN(C(=O)COC(=O)c1ccccc1NC(=O)c1ccco1)C1CCS(=O)(=O)C1 (stereo unspecified)	3	4	7	0.2	-4	4	7	12	-8	0
3	COC1=C/C(=C/c2c(N)n3nc(-c4ccc(C)cc4)sc3nc2=O)C=CC1=O	-4	-11	-27	-1.0	-6	6	-42	-1	5	-50
4	CC(C)Oc1ccc(CNC(=S)N/N=C/c2cccnc2)cc1	-2	3	-1	-0.6	-10	2	3	2	-1	4
5	CCc1cc(Br)ccc1NC(=O)C1CCCO1 (stereo unspecified)	2	5	0	-0.1	-7	0	0	3	1	5
6	COCCCNC(=O)c1ccc(-c2c(C)noc2C)c2ccoc12	-1	1	14	-0.4	-1	-1	-1	-2	-10	-2
7	COc1ccc(NC(=O)c2cc(C3CCCCN3C(=O)c3cc(C(C)(C)C)nn3C)on2)c(C)c1 (stereo unspecified)	1	-5	-2	0.4	0	-8	2	-1	5	3
8	O=C(NC(c1ccccc1)c1ccccc1)C1CCCO1 (stereo unspecified)	-4	-1	1	0.4	-3	-2	2	5	-6	-5
9	C[C@H](CO)N1C[C@H](C)[C@@H](CN(C)S(=O)(=O)c2ccc(Oc3ccccc3)cc2)OCc2cnnn2CCCC1=O	2	3	11	0.0	-8	-4	-1	2	-7	-3
10	O=C(N/N=C/c1ccco1)C1(O)c2ccccc2-c2ccccc21	0	-8	0	0.2	9	-1	4	8	5	0
11	CCC(=O)Nc1ccc2c(c1)OC[C@@H](C)N(Cc1ccccc1F)C[C@@H](C)[C@@H](OC)CN(C)C2=O	-1	2	-3	-0.2	4	-5	0	7	-1	4
12	CCc1noc(C)c1C(=O)OCC(=O)NCc1ccccc1OC	11	1	6	0.0	16	-4	2	-15	-7	-8
13	O=C(Nc1ccc(Br)cc1)c1ccccc1Br	2	0	3	0.1	-1	2	0	-3	-7	-7
14	CNC(=O)C1Cc2ccccc2CN1S(=O)(=O)c1cccs1 (stereo unspecified)	3	4	3	-0.3	-7	0	3	6	-3	-1
15	Cc1ccc(/C=N/NC(=S)NC(C)C)o1	-2	-8	5	0.1	8	0	1	-11	2	-2
16	COc1cccc(N2CCN(C(=O)c3cc(-c4ccccc4)nc4c3cnn4C(C)C)CC2)c1	-3	6	-15	-0.9	13	-5	-5	-4	-4	-12
17	CCC1(NC(C)=O)CC2CC1CC2NC(C)=O (stereo unspecified)	1	0	5	-0.7	0	4	0	-1	-9	1
18	CCOC(=O)CSc1nnc(Cn2c(=O)sc3ccccc32)n1-c1ccccc1C	1	5	4	-0.5	-7	0	8	5	-1	11*
19	Cc1nn(Cc2ccc(Cl)cc2Cl)c(Cl)c1/C=C/C(=O)OCC(=O)NCC(F)(F)F	-3	7	9	0.1	1	-5	0	1	9	-2
20	NC(=O)c1cc(C(=O)Cc2ccccc2)c[nH]1	1	0	0	-0.9	0	0	0	3	-4	0
21	N#CCSc1nc2sc3c(c2c(=O)n1C1CCCCC1)CCCC3	0	4	3	0.1	-4	3	0	-4	8	-2
22	COc1cc(/C=N/NC(=O)c2ccc3c(c2)OCCO3)cc(Cl)c1O	0	1	3	0.5	8	-11	i	-1	-15	i
23	CC[C@H]1CN2CCc3cc(OC)c(OC)cc3C2C[C@@H]1C[C@H]1NCCc2cc(OC)c(OC)cc21 (stereo partly specified)	0	4	-12	0.5	10	-1	-2	-3	10	-2
24	CN1CCN(C(=O)c2cccc(-c3cccc4nccn34)c2)CC1	3	-4	1	-0.4	2	-2	-19	7	20	-40
25	COC(=O)c1sc(S(=O)(=O)N2CCCCC2)c(C(=O)OC)c1C	-2	2	1	0.2	8	6	3	-6	0	0
26	COc1ccc(N2C(=O)S[C@@H]3CS(=O)(=O)C[C@@H]32)cc1	6	4	16	0.3	13	-4	-1	5	4	1
27	Cc1cc(C)n(-c2ccc(C(=O)Nc3ccc(C)c(S(=O)(=O)N4CCOCC4)c3)cc2)n1	1	0	-10	0.3	4	0	4	1	-8	3
28	O=C(O)C1C2CCC(C2)C1C(=O)NCCC1=CCCCC1 (stereo unspecified)	1	6	2	-0.1	-19	4	1	5	6	1
29	c1ccc(N2CCN(c3c4c(nc5ncnn35)CCC4)CC2)cc1	-2	3	3	0.4	9	3	3	4	-14	3
30	O=C(N/N=C/c1ccsc1)c1cc2ccccc2o1	4	1	-4	-0.1	13	7	-7	2	8	-20

A few values from the results shown.
entry 12 @ NR1D1 modulator = -4
entry 3 @ ASAP1 inh = -6

Along the list, from the results shown.
Nos. 18 to 24 in PLCg1 inh read 8, 0, 0, 0, i, -2, -19
Nos. 18 to 24 in NR1D1 modulator read 0, -5, 0, 3, -11, -1, -2

The main list resumes with the two entries that preceded the break.
item	molecule	UHRF1 binding	DDE Tn7 FP inh	sPLA2-III inh	KLK7 zymogen act	ASAP1 inh	NR1D1 modulator	PLCg1 inh	DDE Tn6 FP inh	ARFGAP1 inhibitor	PLCb3 inh
29	c1ccc(N2CCN(c3c4c(nc5ncnn35)CCC4)CC2)cc1	-2	3	3	0.4	9	3	3	4	-14	3
30	O=C(N/N=C/c1ccsc1)c1cc2ccccc2o1	4	1	-4	-0.1	13	7	-7	2	8	-20
31	Cc1cc(=O)oc2cc(OC(C)C(=O)Nc3ccc(N4CCCCC4)cc3)ccc12 (stereo unspecified)	1	0	-1	0.1	-22	0	-3	11	9	-12
32	CC(C)(C)C(=O)N(Cc1nc2ccccc2c(=O)[nH]1)Cc1cccs1	-2	-2	4	0.2	9	8	0	0	5	0
33	O=c1cc(CSc2ccccc2)nc(-c2ccncc2)[nH]1	2	0	5	0.3	4	5	1	-4	5	-2
34	NNC(=O)Cn1c(-c2nonc2N)nc2ccccc21	-2	5	-2	-0.2	1	0	3	-5	-3	1
35	CCOC(=O)[C@H]1[C@H]2COc3ccc(Br)cc3[C@@H]2N2C(=O)c3cc(OC)c(OC)cc3NC(=O)[C@@]12C	-2	6	-6	-0.2	15	-4	0	-6	0	1
36	CC1CCN(C(=O)/C(=C/c2ccccc2Cl)c2ccccc2)CC1	-2	-10	8	0.5	3	9	5	-1	-5	4
37	CCOC(=O)C1=CCC(c2ccco2)N(S(=O)(=O)c2ccc(C)cc2)C1 (stereo unspecified)	-1	3	-7	0.2	-13	4	-8	2	-8	-4
38	CCOC(=O)c1[nH]c(C)c(/C(O)=C2\C(=O)C(=O)N(CCCN(C)C)C2c2cccnc2)c1C (stereo unspecified)	-3	-5	7	0.0	-13	-5	4	0	2	3
39	CC(Sc1ccccc1)C(=O)NCCc1ccccc1 (stereo unspecified)	0	7	4	-0.1	-9	-3	4	-4	0	-1
40	CCOC(=O)N1CCN(Cc2cc(Cl)c3cccnc3c2O)CC1	0	3	-7	0.3	-3	11	-16	-8	11	-34
41	CC(C)(C)c1ccc(OCC(=O)NCc2ccco2)c(Br)c1	0	-1	4	1.1	-4	x	0	5	-2	-7
42	COC(=O)[C@@]12C[C@@H](CC(=O)N3CCCCC3)C(=O)N(Cc3cccc4ccccc34)C1=CCC(C)(C)C2	0	-6	-5	0.4	3	8	-1	1	-6	7
43	C=CCN1C2CCCC1CC(NC(=O)Nc1cc(C)cc(C)c1)C2 (stereo unspecified)	4	2	5	0.3	-4	-2	3	-3	-8	3
44	Cc1cc(C)c(C(=O)N2CCCC(N3CCN(c4cccc(C(F)(F)F)c4)CC3)C2)o1 (stereo unspecified)	-1	4	-4	0.4	-6	-1	-2	3	-1	-8
45	c1ccc(N2CCN(c3cnccn3)CC2)nc1	1	-6	1	-0.1	5	4	3	-10	9	2
46	N#Cc1ccccc1OCCN1C(=O)c2ccccc2C1=O	5	3	-5	0.1	9	-2	1	1	-1	1
47	CCn1cc(C(=O)NCCN(CC(C)C)CC(C)C)c(=O)c2cc(S(=O)(=O)N3CCOCC3)ccc21	1	1	3	-0.9	-2	7	2	2	0	-5
48	O=c1[nH]n(CC2COC3(CCCCC3)O2)c(=O)c2ccccc12 (stereo unspecified)	4	5	11	-0.3	-1	6	-1	4	-1	-3
49	O=C(Nc1ccc(S(=O)(=O)N2CCOCC2)cc1)C1CC1	1	-2	1	-1.1	9	0	3	10	10	1
